S3 lipid droplet: qHTS Assay for Lipid Storage Modulators in Drosophila S3 Cells. lipid storage change, negative = inhibition, % at the top dose, mostly 46.1 µM; hits show Potency in µM. AID 2685, 2010. Drosophila S3 cells, BODIPY lipid droplet fluorescence, 18-24 h; cells fed with added oleic acid. 320,000 compounds, 0.64% hits; active = well fitted inhibition curve with a large enough effect in the signal ratio, with a control signal flat, not every such curve was filed as active; inconclusive = small, poorly fitted or top-dose-only effect, or effect the other way, or a change in a side signal; the % refers to the signal ratio
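Drosophila S3 cells got compounds at several concentrations plus oleic acid (400 uM solution). Laser-scanning cytometry with 488 nm excitation read lipid droplets at 500-530 nm and cells at 575-640 nm. Percent activity was relative to 20 uM Triacsin C.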
S3 lipid droplet cell count max: second read-out of S3 lipid droplet, no call of its own (marks repeat the call); cell number change, %; measured here: cell count max response;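 cells counted by Cell Tracker Red CMTPX staining in the red channel; peak over a dose series mostly up to 46.1 µM; percent activity relative to internal control wells on each plate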
An asterisk follows results filed as active; i = inactive; ? = inconclusive; · = not tested or not shown; [ ] = dose if it differs, or a comment. % is scaled to controls: 0 for no effect and ±100 for the full control effect; potency is read from the fitted curve at half-maximal effect. These rows are one share of the data; count on the stated rates, not on these rows.

| smiles | S3 lipid droplet | S3 lipid droplet cell count max |
| --- | --- | --- |
| O=C(O)C1CCCN1C(=O)C12CC3CC(CC(C3)C1)C2 (configuration not stated) | 23.3% | 4.4 |
| C/C(CC(=O)Nc1cc(C)ccn1)=N\NC(=O)C(=O)Nc1cccc(C)c1 | ? | · |
| Cc1cc(C(=O)CN2C(=O)NC3(CCCc4ccccc43)C2=O)c(C)n1Cc1ccco1 (configuration not stated) | ? | · |
| CCOC(=O)C(CC)n1cnc2c(nnn2-c2ccc(OC)cc2)c1=O (configuration not stated) | ? | · |
| O=C(NC1CCCCC1)C(c1cccs1)N(Cc1cccs1)C(=O)c1cccs1 (configuration not stated) | -5.9% | -8.7 |
| O=C(c1ccc2ccccc2c1)N1CCN(c2ccc(O)cc2)CC1 | -7.6% | -8.1 |
| CC(C(=O)N1CCc2ccccc21)N1CCN(c2cccc(C(F)(F)F)c2)CC1 (configuration not stated) | ? | · |
| COc1cc(Br)c(S(=O)(=O)Nc2c(C)n(C)n(-c3ccccc3)c2=O)cc1OC | i | · |
| COc1ccc(S(=O)(=O)C(C#N)c2nc3ccccc3nc2N2CCCC(C)C2)cc1 (configuration not stated) | ? | · |
| COc1cc(CN2CCCN(C)CC2)cc([N+](=O)[O-])c1O | -14.9% | 6.2 |
| CCNS(=O)(=O)c1ccc(NC(=O)c2ccc(Cn3cc([N+](=O)[O-])cn3)o2)cc1 | 5.6% | -14.7 |
| CN1CCC(N(C)C(=O)CCc2nc3ccccc3c(=O)[nH]2)CC1 | ? | · |
| CCN(CC)c1ccc(NC(=O)COc2ccc(C)cc2)cc1 | 22.1%[9.22 µM] | · |
| CCOC(=O)c1ccc(N2C(=O)C3ON(c4ccccc4)C(c4ccco4)C3C2=O)cc1 (configuration not stated) | ? | · |
| COC(=O)c1cc(NC(=O)C2CC(=O)NC(=NCc3ccc(OC)cc3)S2)cc(C(=O)OC)c1 (configuration not stated) | ? | · |
| Cc1ccc(SCCC(=O)NC(C)(C)C)cc1 | ? | · |
| CCOc1cc(C2Nc3ccccc3C(=O)N2c2ccccc2)ccc1O (configuration not stated) | -3.7%[9.22 µM] | -0.5 |
| Cc1ccc(C)c(NC(=O)CCN2CCc3ccccc3C2)c1 | ? | · |
| O=C(NCCN1CCOCC1)c1cccc(S(=O)(=O)Nc2ccc(F)cc2)c1 | -22.2% | -1.9 |
| CCC(C)N(C(=O)COC(=O)CCc1c[nH]c2ccccc12)C1CCS(=O)(=O)C1 (configuration not stated) | -0.4% | 3.6 |
| CCc1nnc(NC(=O)CSc2ccc(-c3cccs3)nn2)s1 | -12.3% | -13.1 |
| COCCNC(=S)NNC(=O)CSCc1ccc(Cl)cc1Cl | ? | · |
| CCOc1ccc(/C=N/NC(=O)c2cc(-c3cccn3C)n[nH]2)cc1 | -2.2% | 2.4 |
| CCC(=O)C1=C(O)C(c2cccc(Oc3ccccc3)c2)CCC1=O (configuration not stated) | ? | · |
| N#Cc1cc2c(nc1SC1CC(=O)N(c3ccccc3)C1=O)CCC2 (configuration not stated) | ? | · |
| COc1cccc(CNC(=O)C(=O)NCC2CCCO2)c1 (configuration not stated) | 6.7% | 1.7 |
| COCc1cc(=O)[nH]c(SCCS(=O)(=O)c2ccc(C)cc2)n1 | ? | · |
| COc1cc(C(=O)Nc2ccc(C(N)=O)cc2)c([N+](=O)[O-])cc1OC | ? | · |
| COc1ccc(Cn2c(-c3ccc(Br)cc3)c[n+]3ccccc23)cc1 | 0.9% | 3.0 |
| COc1ccccc1CNC(=O)COc1ccc([N+](=O)[O-])cc1 | ? | · |
| CCCOc1cccc(-c2nn(-c3ccccc3)cc2/C=C(\C#N)C(=O)NCCCn2ccnc2)c1 | -15.5% | -5.0 |
| Cc1n[nH]c(=O)c2c1nnn2Cc1ccccc1Cl | ? | · |
| CCOC(=O)C1=C(CCc2ccccc2)NC(=O)NC1c1ccc(Br)cc1 (configuration not stated) | 25.9% | -10.5 |
| CCOc1ccccc1NC(=O)CSc1nnc(-c2ccccc2Cl)n1Cc1ccco1 | i | 2.7 |
| CCOC(=O)c1c(N2C(=O)Nc3cc(Cl)c(Cl)cc3N2O)sc2c1CCCCC2 | ? | · |
| CCOC(=O)C(C)Oc1ccc2c(-c3cccc([N+](=O)[O-])c3)cc(=O)oc2c1 (configuration not stated) | 3.2% | 0.4 |
| COc1ccc(-c2nn(-c3ccccc3)cc2C(=O)N2CCN(S(=O)(=O)c3ccccc3C#N)CC2)cc1 | i | · |
| Cc1ccc([N+](=O)[O-])c2cccnc12 | -2.6% | -15.9 |
| CS(=O)(=O)Nc1cc2c3c(c1)CCC(=O)N3CCC2 | -2.2% | 4.9 |
| Cc1cccc(C)c1OCc1nnc2c3cnn(C)c3ncn12 | ? | · |
| COc1ccc(CC(=O)N(C)Cc2cccc(F)c2)cc1S(=O)(=O)N1CCOCC1 | 21.5% | 18.8 |
| c1ccc2c(c1)CCN(Cc1nnnn1Cc1ccc3c(c1)OCO3)C2 | 0.9% | 2.4 |
| CN(C)S(=O)(=O)c1cccc(NC(=O)c2ccc(S(=O)(=O)N3CCCCC3)cc2)c1 | ? | · |
| Cc1cc(OC(=O)c2ccc(S(=O)(=O)N3CCCCC3)cc2)c([N+](=O)[O-])c(=O)[nH]1 | -8.1% | -12.0 |
| Cc1cc(C(=O)NCCCN2CCN(c3cc(Cl)ccc3C)CC2)n(-c2ccccc2)n1 | -3.2%[9.22 µM] | 12.1 |
| CCCCOc1ncnc2c1[nH]c1ccccc12 | ? | · |
| Cc1ccc2nc(NC3=NCN(C4CCCCC4)CN3)nc(C)c2c1 | ? | · |
| Cc1ccc(NC(=O)CCNC(=O)c2ccco2)cc1 | -15.4% | 5.9 |
| Cc1c(-c2ccccc2)[n+](=O)c2c(n1[O-])CCC2 | 9.0% | 9.2 |
| CCCCC(=O)Nc1nn(CCC)c2nc3ccccc3cc12 | ? | · |

(next part)
| smiles | S3 lipid droplet | S3 lipid droplet cell count max |
| --- | --- | --- |
| COc1ccc(Br)c(C(=O)N2CCN(S(=O)(=O)c3cccs3)CC2)c1 | -1.1% | -4.9 |
| O=C(CN(C(=O)CNC(=O)c1cccs1)c1ccc(F)cc1)NC1CCCC1 | i | 20.9 |
| COc1cc(OC)c(C2=Nc3ccc(Br)cc3C(c3ccccc3)N2CC(=O)NN)cc1OC (configuration not stated) | -1.3% | 4.8 |
| COc1ccc2nc(NCc3cccnc3)sc2c1 | ? | · |
| O=C1COc2ccc(C(=O)COC(=O)c3ccc(S(=O)(=O)C(F)F)cc3)cc2N1 | ? | · |
| Cc1[nH]c2ccc(F)cc2c1CCN(Cc1ccncc1)C(=S)Nc1cccc(F)c1 | -11.8% | -16.8 |
| Cc1ccccc1C(=O)NC(=S)NCCc1ccccc1 | ? | · |
| CCOc1cccc(-c2nnc(SCC(=O)Nc3cccc(OC)c3)n2N)c1 | 8.8% | 1.0 |
| C=CC(COCc1ccccc1)N(C(=O)OC(C)(C)C)S(=O)(=O)c1ccccc1Br (configuration not stated) | ? | · |
| O=C(NCc1ccon1)C1CCC(=O)N(CCc2cccc(F)c2)C1 (configuration not stated) | ? | · |
| Cc1ccc(S(=O)(=O)N(C)C)cc1NC(=O)COC(=O)COc1ccc2c(c1)CCC2 | 25.3% | 26.1 |
| Cc1ccc(S(=O)(=O)CC(=O)c2ccccc2[N+](=O)[O-])cc1 | 27.8% | -1.2 |
| O=C1CC(N2CCN(c3ccccc3Cl)CC2)C(=O)N1c1ccccc1 (configuration not stated) | ? | · |
| c1ccc(-n2nc3ccccc3n2)cc1 | 6.5% | 5.5 |
| CCc1ccc2ncc(S(=O)(=O)c3ccc(C)c(C)c3)c(N3CCCC3)c2c1 | 0.3% | 1.3 |
| CCOC(=O)[C@H]1[C@H]2COc3ccc(OC)cc3[C@@H]2N2C(=O)CN(C)C(=O)[C@@]12C | ? | · |
| COc1cc(C)c(C)cc1S(=O)(=O)N1CCCc2ccccc21 | -11.1% | 3.1 |
| O=[N+]([O-])c1ccccc1Nc1nc(-c2cccnc2)cs1 | ? | · |
| N#CCCN1CCN(CCC#N)CC1 | ? | · |
| C=CCn1c(Cc2cccs2)nnc1SCC(=O)NCc1ccco1 | ? | · |
| CC(C)OCCCNC(=O)CN1C(=O)/C(=C/c2ccccc2)Sc2ccccc21 | 16.4% | 2.7 |
| NC(=O)CCn1nc(-c2ccccc2)c2ccccc2c1=O | 10.7% | 4.2 |
| Cc1cccc(OCC(=O)Nc2cccc3nsnc23)c1 | 6.7% | -1.2 |
| Cc1cc(C)c(C)c(S(=O)(=O)N2CCC(C(=O)N3CCCC3)CC2)c1C | -11.0% | 0.8 |
| CC(C)(C)n1nc2c(c1NC(=O)c1cc3ccccc3o1)CS(=O)(=O)C2 | -0.8% | 13.2 |
| CCOC(=O)N1CCN(c2c(NCCCN(CC)CC)c(=O)c2=O)CC1 | ? | · |
| CC1=NN(C(=O)c2ccccc2)C(O)(c2ccc(Br)cc2)C1 (configuration not stated) | 5.8% | 9.1 |
| COc1ccc2[nH]c(=O)c(CN(Cc3nnnn3Cc3ccccc3)CC3CCCO3)cc2c1 (configuration not stated) | ? | · |
| COc1ccc(-c2nnc(SCC(=O)Oc3ccc(C)cc3)o2)cc1 | -0.3% | -13.4 |
| Cc1cccc(N2C(=O)C(O)=C(C(=O)c3cccs3)C2c2ccc(C(C)C)cc2)n1 (configuration not stated) | ? | · |
| CN1CCN(S(=O)(=O)Cc2ccc(Cl)cc2)CC1 | 4.5% | 6.6 |
| CSc1nc(-c2ccc(N(C)C)cc2)c(C#N)c(=O)n1C | 9.6% | 9.5 |
| CS(=O)(=O)N1CCc2cc(C(=O)OCC(=O)c3ccccc3)ccc21 | ? | · |
| O=C(Nc1ccccc1N1CCOCC1)C1(c2ccc(Cl)cc2)CCC1 | ? | · |
| CCOC(=O)CCCNC(=O)CN1C(=O)NC(c2ccccc2)(c2ccccc2)C1=O | ? | · |
| CN1CCC(=NNC(=O)C(=O)NC(C)(C)C)CC1 | ? | · |
| CCCCNc1nnc(Cc2ccc(Cl)cc2)c(=O)[nH]1 | ? | · |
| CCN(CC)S(=O)(=O)c1ccc(C(=O)NC2=NCCS2)cc1 | -1.4% | 10.1 |
| COc1ccccc1Cn1c(=O)[nH]c2cccnc21 | ? | · |
| O=C(NCc1ccc2c(c1)OCO2)C(c1ccco1)N(C(=O)c1csnn1)c1ccccc1 (configuration not stated) | ? | · |
| Cc1ccccc1OCCNC(=O)CNC(=O)c1ccccc1O | i | 2.0 |
| O=C(CCNC(=O)N1CCn2c1nc1ccccc12)NCc1ccc(Cl)cc1 | ? | · |
| O=c1c2ccccc2nc2n1C(CSc1ccccc1)CS2 (configuration not stated) | -4.6% | 3.4 |
| Cc1ccc(C(=O)OC(C)C(=O)NCc2ccc3c(c2)OCO3)cc1S(=O)(=O)N1CCOCC1 (configuration not stated) | ? | · |
| Cc1cc(C)c(OCC(=O)Nc2nnc(-c3ccco3)o2)c(C)c1 | ? | · |
| CCc1cc(/C(Cc2csc(C)n2)=N/O)c(O)cc1O | ? | · |
| Cc1ccc(-c2nc3cnccn3c2Nc2ccc3c(c2)OCCO3)o1 | i | · |
| C=CCn1c(SCC(=O)c2ccc(CNC(C)=O)o2)nc2scc(C3CC3)c2c1=O | i | -12.4 |
| O=C(CSc1nc2ccsc2c(=O)n1CC1CCC(C(=O)O)CC1)c1ccc(F)cc1 (configuration not stated) | 10.8% | -16.1 |
| CC(Oc1ccccc1)C(=O)NC1CCN(Cc2ccccc2)CC1 (configuration not stated) | i | · |

Compounds shown so far that contain a tert-butyl group:
| smiles | S3 lipid droplet | S3 lipid droplet cell count max |
| --- | --- | --- |
| Cc1ccc(SCCC(=O)NC(C)(C)C)cc1 | ? | · |
| C=CC(COCc1ccccc1)N(C(=O)OC(C)(C)C)S(=O)(=O)c1ccccc1Br (configuration not stated) | ? | · |
| CC(C)(C)n1nc2c(c1NC(=O)c1cc3ccccc3o1)CS(=O)(=O)C2 | -0.8% | 13.2 |
| CN1CCC(=NNC(=O)C(=O)NC(C)(C)C)CC1 | ? | · |

Some of these compounds in order of length of the SMILES, ascending.
| smiles | S3 lipid droplet | S3 lipid droplet cell count max |
| --- | --- | --- |
| CCCCNc1nnc(Cc2ccc(Cl)cc2)c(=O)[nH]1 | ? | · |
| CS(=O)(=O)Nc1cc2c3c(c1)CCC(=O)N3CCC2 | -2.2% | 4.9 |
| CC(Oc1ccccc1)C(=O)NC1CCN(Cc2ccccc2)CC1 (configuration not stated) | i | · |

Remaining list, next part:
| smiles | S3 lipid droplet | S3 lipid droplet cell count max |
| --- | --- | --- |
| CS(=O)(=O)CCC(C(=O)n1nnc2ccccc21)N1C(=O)c2ccccc2C1=O (configuration not stated) | ? | · |
| CC1CCN(S(=O)(=O)c2cccc(C(=O)NCC3CCCO3)c2)CC1 (configuration not stated) | ? | · |
| Cc1cccc(OCC(=O)NNC(=O)c2ccc3nc[nH]c3c2)c1 | ? | · |
| Cc1ccc2c(C(=O)CN3CCN(c4ccccc4)CC3)c(C)[nH]c2c1 | ? | · |
| CN1CC(=O)N(CC(=O)Nc2ccc(SC(F)F)cc2)C1=O | ? | · |
| Cn1cc(S(=O)(=O)Nc2ccc(F)c(Cl)c2)c(=O)n(C)c1=O | ? | · |
| CC(C)CC(=O)Nc1ccc(N2CCN(S(C)(=O)=O)CC2)cc1 | -4.7% | 3.9 |
| CCOC(=O)C1(Cc2ccccc2C)CCCN(Cc2ccc(NC(C)=O)cc2)C1 (configuration not stated) | -1.9% | 5.0 |
| Cc1ccc(S(=O)(=O)N(C)c2ccccc2C(=O)Nc2ccc3c(c2)OCCO3)cc1 | 7.7% | 2.0 |
| O=C(NC(=S)Nc1cccc(Cl)c1N1CCCC1)c1ccc(-c2cccc([N+](=O)[O-])c2)o1 | ? | · |
| CCC(CC)c1nnc(NC(=O)Oc2ccccc2)s1 | 0.3% | 11.4 |
